HSP90 inh: inhibitors of HSP90 luciferase refolding in rabbit reticulocyte lysate; inhibition, % at 5.6 µM; luciferase refolding luminescence, 3 h; 0.91% of 290,000 active; AID 1789;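 active = inhibition above the screen-wide mean plus 3 SD, computed separately per campaign, cut at about 16% in these data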;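 also: 0% = DMSO wells and 100% = 60 µM geldanamycin wells; inhibitors lower the luminescence because luciferase stays unfolded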
HSF1 inh: HSF1 inhibition | activity change, negative = inhibition, % at 7.5 µM (by protocol) | 0.77% of 300,000 active | NIH3T3-HGL HSE-luciferase, MG132-induced, luminescence 8 h; active compounds read low;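 active = more than half of replicate wells show activity change below -50%, luminescence cut by over half; inconclusive = some wells, but at most half, below -50%; inactive = no replicate well below -50%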;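 also: luciferase reports HSF-1 transcriptional activity via heat shock element; 0% = median of DMSO wells and -100% = zero luminescence signal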
GSK3 alpha inh: blocks human GSK-3 alpha kinase. P49840. ADP-Glo luminescence, 60 min. inhibition, % at 10 µM. 0.1% of 320,000 active;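 in the data active = inhibition above about 50%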;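 also: GST-tagged GSK-3 alpha with peptide substrate and 25 µM ATP; 0% = DMSO neutral wells and 100% = GW8510 positive control wells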
Target sequence (P49840 whole entry, looked up): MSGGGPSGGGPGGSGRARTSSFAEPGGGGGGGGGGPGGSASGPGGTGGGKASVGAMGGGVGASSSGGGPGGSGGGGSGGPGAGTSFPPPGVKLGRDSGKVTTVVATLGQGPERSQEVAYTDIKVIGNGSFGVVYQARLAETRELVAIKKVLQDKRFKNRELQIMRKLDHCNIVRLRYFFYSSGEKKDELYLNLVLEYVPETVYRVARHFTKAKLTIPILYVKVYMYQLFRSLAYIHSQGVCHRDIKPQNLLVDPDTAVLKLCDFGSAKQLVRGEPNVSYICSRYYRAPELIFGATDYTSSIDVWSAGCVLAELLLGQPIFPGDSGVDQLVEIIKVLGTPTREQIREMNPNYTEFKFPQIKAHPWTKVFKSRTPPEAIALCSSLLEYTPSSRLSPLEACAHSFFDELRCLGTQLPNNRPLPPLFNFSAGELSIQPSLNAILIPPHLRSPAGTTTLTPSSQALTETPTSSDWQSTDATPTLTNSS
KLF5 inhibitor: suppresses KLF5 promoter-driven expression. DLD-1 KLF5 promoter-luciferase reporter, luminescence. AID 1700. inhibition, % at 5 µM. 0.23% of 290,000 active;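 active = inhibition above a per-plate limit of that plate's mean compound inhibition plus 3 SD, cut at about 60% in these data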;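 also: 0% = DMSO wells and 100% = LY294002 at 200 µM; higher means less KLF5 promoter-driven luciferase light; inactives centre near -14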
PolyA inh: yeast polyadenylation inhibition | S. cerevisiae SKY197-pL101 polyadenylation reporter, beta-gal luminescence; efflux-impaired pdr1/pdr3 knockout yeast; score 100 = 6 SD above DMSO | calls only at 12 µM | 0.02% of 300,000 active;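 active = lowest replicate activity score at least 50, where 100 means six control SD above control mean; inconclusive = lowest score under 50 but half or more replicates reach 50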;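 also: yeast exposed to compound for 9 h at 30 °C; higher score means more reporter readthrough which indicates perturbed polyadenylation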
AI-2 QS modul: Vibrio harveyi AI-2 quorum sensing modulation. 0.4% of 300,000 active. activity change, % at 7.5 µM. Vibrio harveyi JMH597 AI-2 luminescence/OD600 ratio, 9 h; active compounds read low; strain lacks LuxN and CqsS sensors; 0 = neutral-control median; in the data active = activity change below about -75%, passing the limit was not always enough; inconclusive = no clear call, values can overlap the other calls;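 also: luminescence divided by OD600 gain over 9 h not by final OD600 alone; inactives centre near 13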
GSK3beta inhib: inhibitors of human GSK3beta kinase; P49841; GST-GSK3beta kinase, ADP-Glo luminescence, 60 min; active compounds read low; activity score (negative = inhibition), % at 10 µM; 0.038% of 300,000 active;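 active = more than half of replicate wells score below -50%, meaning over 50% inhibition versus plate controls; inconclusive = some replicates but at most half score below -50%; inactive = no replicate scores below -50%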;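 also: 0% = median DMSO wells and -100% = median GW8510 positive control wells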
Target sequence (P49841 whole entry, looked up): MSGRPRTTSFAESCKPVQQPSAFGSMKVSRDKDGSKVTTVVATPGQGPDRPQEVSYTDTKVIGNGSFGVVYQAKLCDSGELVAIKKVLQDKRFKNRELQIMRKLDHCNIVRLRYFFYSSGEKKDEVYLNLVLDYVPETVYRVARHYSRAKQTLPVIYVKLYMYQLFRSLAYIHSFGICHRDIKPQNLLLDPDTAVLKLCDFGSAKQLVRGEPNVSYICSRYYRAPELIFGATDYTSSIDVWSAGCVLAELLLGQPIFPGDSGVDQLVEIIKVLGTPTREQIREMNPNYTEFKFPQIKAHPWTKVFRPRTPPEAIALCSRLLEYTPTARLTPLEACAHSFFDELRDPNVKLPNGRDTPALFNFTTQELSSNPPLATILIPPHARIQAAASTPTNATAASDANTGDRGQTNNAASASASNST
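Test system: GST-fused GSK3beta enzyme, cell-free | Quantity: 1.6 ng GST-GSK3beta enzyme per well | Reagent: 25 µM ATP with peptide substrate | Schedule: 60 min enzyme reaction, room temperature | Signal: Luminescent ADP-Glo measurement of ADP formed | Read-out basis: Score relative to plate controls | Control set: DMSO and 20 µM GW8510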
IEC-6 tox: IEC-6 cytotoxicity, counter-screen for KLF5 inhibitors; inhibition, % at 5 µM; 0.78% of 290,000 active; luminescence viability; in the data active = inhibition above about 22%;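 also: 0% = plate median of test compound wells and 100% = cytotoxic reference compound wells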
HSF1 activator: increases HSF-1 driven luciferase reporter signal; NIH3T3-HGL HSF-1 luciferase reporter, MG132, 8 h; 100% = twice DMSO control signal; activation, % at 9 µM; 1.7% of 300,000 active;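 active = mean replicate activation of at least 50% with a set share of replicates each reaching 50%; inconclusive = only one of those two conditions met; inactive = mean below 50% and too few replicates reaching it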;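 also: 0% = median of the neutral control wells and 100% = twice that signal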
aSyn 5UTR inh: 5' untranslated region of α-synuclein, MLPCN primary screen; alpha-synuclein 5'UTR reporter, inhibitor activity; inhibition, % (tested at 7.5 µM); 0.82% of 300,000 active; AID 1813; in the data active = inhibition above about 60%; inconclusive = no clear call, values can overlap the other calls;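 also: H4 neuroglioblastoma cells stably carrying SNCA 5'UTR luciferase fusion; 0% = DMSO wells and 100% = positive control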
* = called active by the depositor; i = inactive; ? = inconclusive; nt = no result given; & = joins results of further samples. These rows are one share of the data; rates above refer to the full screens.

Structure	HSP90 inh	HSF1 inh	GSK3 alpha inh	KLF5 inhibitor	PolyA inh	AI-2 QS modul	GSK3beta inhib	IEC-6 tox	HSF1 activator	aSyn 5UTR inh
O=C(Nc1ccc(S(=O)(=O)NC2=NCCCCC2)cc1)c1ccc(C(F)(F)F)cc1	0	6	0	9	i	38	-1	-2	26	-17
CCCNC(=O)C1CC(=O)N(c2ccc(OCc3ccc(F)cc3)cc2)C1 (stereo unspecified)	3	23	1	-101	i	31	1	0	26	-92
O=C(Nc1nc(=S)ss1)c1c(F)cccc1F	0	0	-3	-2	nt	-1	0	-3	-11	12
CCOC(=O)C1=C(C)Nc2ccccc2N=C1NC(=O)Cc1ccc(Br)cc1	-4	-5	-2	-13	i	-5	2	0	1	11
CC1=CC(=O)C=CC1(C)C(Cl)Cl (stereo unspecified)	-1	-8	-1	-20	i	14	3	-3	-28	-3
C/C=C1\COC(C(=O)NCc2ccccc2)(C(F)(F)F)C=C1C=C(C)C (stereo unspecified)	nt	135	0	nt	i	13	2	nt	153*	15
CCn1cc(CNC(=O)c2ccc(OC3CCN(Cc4ccccn4)CC3)cc2)cn1	-1	-9	-1	-24	i	21	2	-1	-16	11
COc1cc2[nH]c(C(=O)N3CCc4ccccc43)cc2c(OC)c1OC	4	16	-1	-67	i	5	-2	0	15	-93
Cc1oc(-c2cc(F)ccc2F)nc1CN1CCN(c2cnccn2)CC1	-1	0	-1	3	i	8	6	3	-7	20
Cc1ccc(CNC(=O)CN(CCc2ccccc2)S(C)(=O)=O)cc1	2	-34	-2	21	i	14	2	6	-40	19
CC(=O)c1ccccc1C(=O)N1CCCC(C(=O)c2ccc(C(F)(F)F)cc2)C1 (stereo unspecified)	1	16	-1	-34	i	-3	1	-5	22	-44
CCOC(=O)c1ccc(NC(=S)N2CCCC2c2ccc(OC)c(OC)c2)cc1 (stereo unspecified)	3	-14	-1	-24	i	6	2	-3	-4	38
O=C(c1cccs1)N(c1cccc(Cl)c1)C1C=CS(=O)(=O)C1 (stereo unspecified)	1	-5	-3	-41	i	21	2	-3	-7	-1
COc1ccc(CNc2ncc(-c3ccccc3)n2C)c(OC)c1OC	0	-1	0	-12	i	12	1	7	-11	-2
O=C(CC12CC3CC(CC(C3)C1)C2)Nc1nncs1	-1	-18	0	-40	i	23	-2	7	-35	25
CCC(C(=O)NCc1ccco1)n1nc(-c2ccc(OC)cc2)ccc1=O (stereo unspecified)	3	-1	0	-10	i	-13	2	0	2	-1
CCC(C)C(NC(=O)C(CC(C)C)NC(=O)C(CO)NC(=O)C1CCC(=O)N1)C(=O)OC (stereo unspecified)	3	-1	6	14	i	3	2	4	5	0
O=C(NCCc1ccccn1)C1CCN(S(=O)(=O)c2ccc(Cl)cc2)CC1	2	6	5	-14	i	-13	3	-3	-8	9
Cc1n[nH]c(C)c1CCCOc1ccccc1	6	3	nt	3	i	27	-4	3	3	0
Cc1ccc(SCCCn2cnc3ccccc3c2=O)cc1	0	24	1	-17	i	4	1	-3	18	-14
Oc1ccc(O)c(Cc2nc3ccccc3[nH]2)c1	2	0	1	8	i	39	1	0	2	6
CNC[C@@H](C)NC[C@@H](Cc1ccccc1)NCCc1ccccc1	-1	3	5	-4	i	-1	0	4	-11	-23
CC(NC(=O)c1cccc(Br)c1)c1ccccc1 (stereo unspecified)	6	0	-3	11	i	-5	1	0	12	-2
O=C(NCCCN1CCOCC1)c1cc(Cl)ccc1Cl	-4	5	-2	15	i	20	7	-2	-6	-1
O=C(O)CCN1c2ccccc2Sc2ccccc21	-2	1	-2	-31	i	19	3	4	4	8
O=C(CSCc1ccc(Cl)cc1)N/N=C/c1c(Cl)cccc1Cl	-5	-2	-5	-1	i	35	-5	-2	3	25
COc1cc(C(=O)N2CCN(S(=O)(=O)c3cccc(F)c3)CC2)ccc1OCC(=O)N1CCOCC1	nt	-6	nt	nt	i	10	3	nt	-8	8
CC1CCN(CCCNC(=O)CCc2nnc3n(CCc4ccccc4)c(=O)c4ccccc4n23)CC1	-3	-2	1	-7	i	21	-2	1	5	-35
COc1ccc(C2CC(C(F)(F)F)n3nc(C(=O)O)c(Cl)c3N2)cc1OC (stereo unspecified)	-1	-2	-1	-5	i	17	2	-3	-10	-3
CCOC(=O)C1=C(O)C(Nc2nc3ccccc3s2)(C(F)(F)F)N=C1C (stereo unspecified)	1	-9	4	-18	i	5	0	5	-6	-5
OCCCNc1ncnc2sc3c(c12)CCN(Cc1ccccc1)C3	4	-2	22	-14	i	-10	0	-2	-23	3
N=C1c2ccccc2CN1NC(=O)CC12CC3CC(CC(C3)C1)C2	-3	5	2	-25	i	20	1	3	-8	10
CCc1ccc(NC(=S)N(Cc2ccc(Cl)cc2)Cc2ccc(C(=O)O)cc2)cc1	-3	12	-2	-3	i	37	2	-8	41	-17
Brc1ccc(-c2csc(N/N=C/c3cccnc3)n2)cc1	0	2	-6	-27	i	16	0	-6	9	-50
O=C(c1ccccc1)c1ccccc1C(=O)N1CCOCC1	2	-2	0	-15	i	15	-3	-5	-11	-16
O=C(CNC(=O)c1cccs1)OCc1c(F)cccc1Cl	-1	22	1	-3	i	10	-2	-3	34	-21
CC(=O)c1ccc(N2CCN(CC(=O)Nc3ccc4c(c3)OCCO4)CC2)cc1	2	-10	0	-19	i	-2	2	-1	-12	-5
Cn1ncc2c(N3CCN(c4ccc(Cl)c(Cl)c4)CC3)ncnc21	3	-3	0	5	i	8	-2	0	2	9
Cc1c(Cl)cccc1NC(=O)Nc1ccc(C(N)=O)cc1	0	-2	-1	-15	i	9	-1	-1	5	2
CCOC(=O)c1[nH]c(C)c(C(=O)Nc2ccc(C)c(C)c2)c1C	-4	11	1	-23	i	31	0	5	12	-25
O=c1[nH]c(-c2ccccn2)nc2sc(-c3ccccc3)cc12	-3	68	nt	-14	i	29	3	20	?	-91
O=C(c1ccc(F)cc1)N1CCN(C(=O)c2ccc([N+](=O)[O-])cc2)CC1	3	0	-3	-24	i	18	1	2	-6	-4
Cc1ccccc1CNC(=O)C1CCN(c2nnc(N3CCCC3=O)s2)CC1	-4	-4	-4	-5	i	18	3	2	-2	-1
O=C(CN1C(=O)NC2(CCc3ccccc32)C1=O)c1ccc(Br)cc1 (stereo unspecified)	nt	5	0	nt	i	nt	nt	nt	5	17
Cc1ccc(NC(=O)/C(=C\c2cccc(Br)c2)NC(=O)c2ccco2)cc1	0	-8	-6	0	i	12	3	0	-7	1
CCn1cnc2c1c(=O)n(CC(=O)Nc1cc(C)on1)c(=O)n2Cc1ccccc1	3	-8	-5	-25	i	29	0	2	-28	2
COc1ccccc1CC(=O)NC1CC1	-1	-4	-2	-4	i	9	-2	0	-7	5
CCOc1ccc(NC(=O)CN(C)C(=O)c2cc3c(s2)CCCCC3)cc1OCC	nt	-2	1	nt	i	21	5	nt	0	-7
O=C(O)c1ccc(Cl)cc1Nc1nc2cc(Cl)ccc2o1	1	7	1	-24	i	7	-1	-1	19	1
CCOc1cccc(C(=O)NCc2ccccc2)c1	-1	-7	-2	-36	i	7	1	2	6	-14

The results go on.
Structure	HSP90 inh	HSF1 inh	GSK3 alpha inh	KLF5 inhibitor	PolyA inh	AI-2 QS modul	GSK3beta inhib	IEC-6 tox	HSF1 activator	aSyn 5UTR inh
CCOC(=O)C1CCCN(c2c(Nc3cc(C)cc(C)c3)c(=O)c2=O)C1 (stereo unspecified)	-2	1	-2	-9	i	8	4	-7	-1	15
CC(=O)Nc1ccc(/C=N/NC(=O)c2cc(-c3ccco3)nc3ccccc23)cc1	4	3	-1	13	i	15	1	-4	9	14
CC(C)n1nnnc1SCC(=O)Nc1cccc(F)c1	0	1	nt	-11	i	7	-1	-1	19	-29
Cc1cccnc1NC(=S)NC(=O)/C=C/c1ccco1	3	34	4	-36	i	1	3	3	?	-89
COc1ccccc1CCN=C(N)NS(=O)(=O)c1ccccc1	-3	-7	0	-3	nt	14	2	-5	2	-6
CCCCN(C)C(=O)C1CCCN(S(=O)(=O)c2ccc3c(c2)oc(=O)n3C)C1 (stereo unspecified)	-5	0	2	0	i	23	-3	-4	1	-2
C=CCNC(=O)c1ccncc1	2	9	0	-22	i	3	0	-4	13	9
CC(C)CNS(=O)(=O)c1ccc(CCC(=O)N2CCC(C(N)=O)CC2)cc1	-6	0	-1	-24	i	10	-4	-6	14	-7
COc1cc(OC)cc(C(=O)OCC(=O)N2CCCC2)c1	5	-4	-1	-27	i	9	-1	-3	39	-7
CC1CC(C)(C)NC(=S)O1 (stereo unspecified)	1&-2	-5&-5	-1&-1	-6&-28	i	1&15	1&2	-2&-10	-4&-10	-2&4
CCOC(=O)c1ccc(NC(=O)c2cc(OC)c(OC)c(OC)c2Br)cc1	0	7	0	17	i	19	-1	5	1	10
O=C(COc1ccc(Br)cc1Br)NC(=O)NC1CCCC1	-1	-3	-2	-65	i	26	2	-2	3	-237
O=C(c1ccc([N+](=O)[O-])cc1)N(Cc1ccc(Cl)cc1)N1C(=O)CCCC1=O	-3	0	-4	-2	i	17	-2	0	-2	5

Source: PubChem (several laboratories)
